NCI-60 one-dose screen, 48 h, at 10 µM unless noted. Numbers give growth in % (100 = growth as untreated, 0 = no growth, -100 = all killed).
T-47D: T-47D breast cancer | 5% of 79,000 active
MALME-3M: MALME-3M melanoma; AID 1794766; 5.8% of 78,000 active
BT-549: BT-549 breast cancer. 4.4% of 78,000 active. AID 1794793
MCF7: MCF7 breast cancer | 6.3% of 82,000 active
UACC-257: UACC-257 melanoma; 4.4% of 78,000 active; AID 1794764
HS 578T: HS 578T breast cancer; 4.1% of 78,000 active
LOX IMVI: LOX IMVI melanoma. AID 1794757. 7.4% of 79,000 active
UACC-62: UACC-62 melanoma; AID 1794756; 5.4% of 81,000 active
Active calls of the source: *; . = not tested or not shown. How the source made its calls: active means growth percent below 10; inactive means the rest.

Start of the data: the first 4 compounds, ahead of the listing:
Value order: HS 578T, T-47D, MCF7, MALME-3M, LOX IMVI, BT-549, UACC-62, UACC-257
CC(C)CCCC(=O)O
  103, 104, 96, 98, 105, 108, 107, 117
NC(N)=N/N=C/c1ccc(Cl)c([N+](=O)[O-])c1
  ., 99, 89, 121, 91, 105, 102, 85
O=C1COCCN1c1ccc(NS(=O)(=O)c2ccc(-c3cnc(C4CC4)o3)cc2)cc1
  103, 103, 91, 93, 96, 96, 90, 104
CCCCCCN(CCCCCC)CCCNc1nccc2ccccc12
  12, -14*, -28*, -59*, -39*, 40, 22, 42

Main list, repeating the preview:
Value order: HS 578T, T-47D, MCF7, MALME-3M, LOX IMVI, BT-549, UACC-62, UACC-257
CC(C)CCCC(=O)O
  103, 104, 96, 98, 105, 108, 107, 117
NC(N)=N/N=C/c1ccc(Cl)c([N+](=O)[O-])c1
  ., 99, 89, 121, 91, 105, 102, 85
O=C1COCCN1c1ccc(NS(=O)(=O)c2ccc(-c3cnc(C4CC4)o3)cc2)cc1
  103, 103, 91, 93, 96, 96, 90, 104
CCCCCCN(CCCCCC)CCCNc1nccc2ccccc12
  12, -14*, -28*, -59*, -39*, 40, 22, 42
c1ccc(-n2nnnc2-c2cccc3ccccc23)cc1
  ., 32, 20, 35, 19, 29, 32, 57
CC(=O)N(C)c1ccc(Nc2cc(C)[nH]c3ccc4ncnc4c23)cc1
  75, 48, 28, 82, 36, 62, 63, 48
COc1ccc(C2CC(c3ccc(Cl)cc3)=NN2c2ccc(Cl)cc2)cc1 (stereo unspecified)
  103, 81, 87, 112, 97, 103, 90, 102
COC(=O)c1ccccc1C=O
  92, 118, 103, 123, 109, 104, 104, 104
CCCCN1C(=O)c2cccc3c(/C=C/CN4C(=O)c5cccc6cccc(c56)C4=O)ccc(c23)C1=O
  101, 94, 91, 96, 93, 105, 97, 104
CCOC(=O)/C(=C/O)c1c[nH]c2ccccc12
  91, 96, 102, 92, 88, 93, 97, 105

Remaining list, next part.
Value order: HS 578T, T-47D, MCF7, MALME-3M, LOX IMVI, BT-549, UACC-62, UACC-257
CN1CCN(CC(=O)N(C)c2ccc(N=C(c3ccccc3)c3c(O)[nH]c4ccc(C#N)cc34)cc2)CC1
  -2.3*, 69, 13, 36, 13, 15, 68, 78
O=C(Nc1ccc(Cl)cc1)c1cc(-c2ccc(Cl)cc2)c2sc(=O)[nH]c2n1
  -14*, -23*, 0.8*, -14*, 13, 1.3*, -15*, -25*
Cc1ccc2nc(NC(=O)CSc3nc(-c4ccccc4)c(C#N)c(N4CCN(C)CC4)n3)sc2c1
  64, 58, 74, 97, 88, 78, 69, 94
COc1cc(/C=C2\SC(=S)N(CCCN3CCOCC3)C2=O)ccc1O
  96, 86, 85, 80, 100, 90, 84, 79
S=C(Nc1ccccc1)Nc1cccc(NC(=S)Nc2ccccc2)c1
  96, 94, 91, 89, ., 113, 94, 102
CC(C)N1C(=O)/C(=C2\SC(=S)N(C(C)C)C2=O)SC1=S
  91, 83, 97, 83, 90, 99, 92, 96
COc1ccc(C2CC(c3cccc(Nc4ccncc4)c3)=NN2c2ccccc2)cc1 (stereo unspecified)
  68, 69, 8.7*, -70*, 29, -16*, 97, -36*
COc1ccc(C(=O)COc2ccc(/C=C3\Oc4ccc(OC)cc4C3=O)cc2)cc1
  97, 103, 110, 102, 77, 99, 90, 94
CN(O)S(=O)(=O)NCCOc1ccc(C(C)(C)C)cc1
  95, 89, 99, ., 95, ., 98, 111
COc1cc(/C=C\c2cccnc2Nc2ccc(Cl)cc2)cc(OC)c1OC
  96, 66, 62, 106, 84, 87, 69, 101

Remaining list, next part:
Value order: HS 578T, T-47D, MCF7, MALME-3M, LOX IMVI, BT-549, UACC-62, UACC-257
CCN(CC)CCSCCN(CC)CC
  106, 94, 99, 106, 99, 105, 102, 98
COc1ccc(S(=O)(=O)N2CCN(C)CC2)cc1NC(=O)c1[nH]c(C)c2c1CCCCC2=O
  29, 44, 30, 52, 30, 90, 26, 58
CCCCCCCC(C)NCCO (stereo unspecified)
  99, 100, 98, 107, 93, ., 113, 91
O=C(N/N=C\c1ccc2c(c1)OCO2)N/N=C/c1ccc2c(c1)OCO2
  103, 104, 99, 110, 109, 98, 101, 98
O=C1/C(=C\c2cn(-c3nc(N4CCOCC4)nc(N4CCOCC4)n3)c3ccccc23)c2ccccc2N1c1c(Cl)cccc1Cl
  28, 45, 51, 96, 70, 39, 47, 81
CCOC(=O)c1c(C)nc2[nH]n(-c3ccccc3)c(=O)c2c1-c1ccc(Cl)cc1
  111, 96, 93, 100, ., 109, 87, 106
Cc1nc(Nc2ccc(NC(=S)Nc3ccccc3)cc2)nc2nc(Nc3cccc(Cl)c3)[nH]c(=O)c12
  67, 89, 90, 120, 92, ., 102, 99
CC(C)c1ccc(C2CCCCC2O)cc1 (stereo unspecified)
  114, 96, 96, 107, 101, 92, 100, 113
N=c1nc(N)ncn1-c1ccccc1
  101, 87, 92, 110, 95, 107, 94, 97
O=C(O)CCC(=O)Nc1ccc(C(=O)O)c(O)c1
  107, 98, 99, 122, 111, 98, 96, 103

Profiles, quoted from the list:
Entry for `Cc1nc(Nc2ccc(NC(=S)Nc3ccccc3)cc2)nc2nc(Nc3cccc(Cl)c3)[nH]c(=O)c12` : HS 578T: 67; T-47D: 89; MCF7: 90; MALME-3M: 120; LOX IMVI: 92; BT-549: .; UACC-62: 102; UACC-257: 99
Entry for `O=C(O)CCC(=O)Nc1ccc(C(=O)O)c(O)c1` : HS 578T: 107; T-47D: 98; MCF7: 99; MALME-3M: 122; LOX IMVI: 111; BT-549: 98; UACC-62: 96; UACC-257: 103

Other results follow:
Value order: HS 578T, T-47D, MCF7, MALME-3M, LOX IMVI, BT-549, UACC-62, UACC-257
CCOc1ccc2nc(NCc3ccc(C(C)C)cc3)sc2c1
  103, ., 89, 100, 98, 95, 86, 106
O=C(c1ccccc1)c1cc(Cl)ccc1O
  126, 108, 101, 111, 93, 114, 100, 112
COc1ccc2nccc(C=O)c2c1
  109, ., 18, 71, 59, 88, 100, 99
COc1cc(-c2csc(NC(=O)Nc3ccc(F)c(Cl)c3)n2)cc(OC)c1OC
  15, 44, 43, 50, 51, 52, 46, 68
COc1cc2c(cc1OCCCOc1cc3c(cc1OC)C(=O)N1CC(F)(F)C[C@H]1C=N3)N=C[C@@H]1CC(F)(F)CN1C2=O
  -8.4*, 28, 14, -58*, 16, -39*, -71*, 35
Clc1ccc(-c2cc(-c3ccc(Cl)cc3)nc(N3CCN(CCNc4ccnc5cc(Cl)ccc45)CC3)n2)cc1
  94, 92, 76, 96, 100, 95, 94, 109
CCCCC1COc2cccc3c(SCC(=O)N(C)c4ccc(OC)cc4)cc[n+]1c23 (stereo unspecified)
  99, 108, 95, 105, 98, 102, 99, 111
CCOC(=O)C1=C(CSC(=S)N2CCN(c3ccccc3)CC2)N(C)C(=O)NC1c1ccccc1 (stereo unspecified)
  101, 63, 85, 88, 87, 87, 76, 91
CCCCCCCCC/C(=N\NC(=O)c1ccncc1)c1ccc(O)c(O)c1O
  ., 34, 21, 35, 23, 39, -5.5*, 9.0*
CCCCN(CCNc1cc(OC)cc2cccnc12)C1CCCC1
  86, ., 50, 107, 87, 80, 88, 97

(next part)
Value order: HS 578T, T-47D, MCF7, MALME-3M, LOX IMVI, BT-549, UACC-62, UACC-257
NS(=O)(=O)c1cc2c(cc1Cl)NC(CSCc1ccccc1)=NS2(=O)=O
  117, 105, 125, 93, 106, ., 86, 93
OC(CCCN1CCCCC1)(c1ccccc1)c1ccc(C(F)(F)F)cc1 (stereo unspecified)
  99, 90, 90, ., ., ., 96, 99
CC(=O)C1(c2ccccc2)Oc2ccccc2-n2c(C#N)c3ccccc3c2C1=O (stereo unspecified)
  104, 91, 93, ., 90, 97, ., 103
Cc1nc(-c2ccc(Cl)cc2)ccc1-c1nnc(SCC(=O)c2ccc(Cl)cc2)o1
  103, 83, 77, 93, 100, 111, 83, 113
COC(=O)c1nc(-c2cccc(Cl)c2)nc2ccccc12
  113, 94, 67, 109, 97, 100, 92, 102
Oc1c(CN2CCOCC2)cc(/C=C/c2cc(CN3CCOCC3)c(O)c3ncccc23)c2cccnc12
  102, 95, 92, 93, 86, 85, 80, 119
C#Cc1ccc(-n2c(/C=C/c3c(OC)cc(OC)cc3OC)nc3ncccc3c2=O)cc1
  119, 88, 97, 94, 92, 98, 96, 98
COC1=CC(O)C23OCC(=O)N2c2cccc4c2C(O)(CCC4)C3C1O (stereo unspecified)
  94, 87, 97, 96, 97, 98, 91, 106
Cn1c(=O)c2[nH]c(Cc3ccc4c(c3)OCO4)nc2n(C)c1=O
  ., 100, 98, 126, 100, 103, 98, 111
NS(=O)(=O)c1ccc(Nc2nc(SCC(=O)c3ccc(F)cc3)nc3ccccc23)cc1
  53, 20, 19, 32, 21, 44, 26, 78

Further structures:
Value order: HS 578T, T-47D, MCF7, MALME-3M, LOX IMVI, BT-549, UACC-62, UACC-257
Nc1ccnc(N)n1
  110, 81, 103, 89, 104, 91, ., 81
N/C(=N\c1nc2ccccc2s1)NC(=O)N(Cc1ccccc1)Cc1ccccc1
  92, 50, 62, 110, 90, 96, 67, 84
COc1ccc(C(=O)c2cc3c(N)c(C(=O)Nc4ccccc4)sc3nc2C)cc1
  11, 39, 21, 63, 54, 61, 30, 71
S=C(c1ccc2c(c1)OCO2)N1CCN(c2ccccc2Cl)CC1
  107, 94, 103, 72, 111, 82, 89, 96
O=C(Oc1ccc(NC(=O)c2cc3c(cc2Br)OCO3)cc1)c1ccccc1
  102, 99, 104, 130, 106, 102, 89, 128
C=CCOc1cccc(NC(=O)C[N+](CCC)(CCC)Cc2ccc(Cl)cc2)c1
  88, 60, 79, 73, 93, 92, 69, 73
Nc1nc(/C=C\c2ccccc2)cc(-c2cc(/C=C\c3ccccc3)nc(N)n2)n1
  90, ., 90, 108, 102, 105, 94, 96
Cc1nc2c(cnn2-c2ccccc2)c(=O)n1-c1ccc(NCC(=O)c2ccc(Cl)cc2)cc1
  77, 21, 42, 67, 71, 60, 62, 63
COc1cc(-c2nc3ccccc3[nH]2)ccc1OCC(=O)NN
  98, 89, 91, 104, 92, 107, 90, 101
C/C(C/C(C)=N/C(N)=S)=N\C(N)=S
  93, ., 100, 105, 100, 111, 96, 96

2 compounds picked at random from the list so far:
Value order: HS 578T, T-47D, MCF7, MALME-3M, LOX IMVI, BT-549, UACC-62, UACC-257
Cc1nc2c(cnn2-c2ccccc2)c(=O)n1-c1ccc(NCC(=O)c2ccc(Cl)cc2)cc1
  77, 21, 42, 67, 71, 60, 62, 63
Nc1ccnc(N)n1
  110, 81, 103, 89, 104, 91, ., 81

The list goes on.
Value order: HS 578T, T-47D, MCF7, MALME-3M, LOX IMVI, BT-549, UACC-62, UACC-257
Cc1ccc2oc(=O)cc(-c3nc4ccc(N)cc4[nH]3)c2c1
  100, 76, 92, 118, 92, 88, 93, 117
N=C(N)c1ccc(C(=O)NCc2cccnc2)cc1
  105, 66, 93, 122, 101, 104, 102, 103
CCCCC[n+]1ccc(SCC(=O)N(C)c2ccccc2OC(F)(F)F)c2ccccc21
  103, 95, 91, 83, 101, 91, 91, 104
N#C/C(=C\c1ccc(Cl)cc1)c1nc2ccccc2s1
  110, 68, 62, 85, 100, 99, 78, 80
COc1ccc(/C=N/n2c(CN3CCOCC3)nc3ccccc3c2=O)cc1
  103, 99, 99, 103, 97, ., 101, 107
Cn1cc(-c2cc(N)n3nc(-c4cn(C)c5ccccc45)cc3n2)c2ccccc21
  124, 90, 45, 84, 65, 128, 93, 107
COc1ccc(Nc2nccc(N3CCN(c4c5ccc(Cl)cc5nc5ccc(OC)cc45)CC3)n2)cc1
  80, 49, 38, 46, ., 90, 76, 102
O=C(O)CN1C(=O)/C(=C/c2ccc(Cl)cc2)SC1=S
  95, 99, 95, 102, 99, 109, 96, 102
CN1c2ccccc2Sc2cc(C=C(C#N)C#N)ccc21
  89, 93, 55, 98, 87, 110, 46, 97
CCCC(=O)Oc1ccc2c(c1)Oc1cc(OC(=O)CCC)ccc1C21OC(=O)c2ccccc21
  ., 105, 97, 97, 101, ., 104, 113

(more compounds)
Value order: HS 578T, T-47D, MCF7, MALME-3M, LOX IMVI, BT-549, UACC-62, UACC-257
CS(=O)(=O)c1ccc(-c2nc3cc(Cl)ccc3n2CC(=O)c2n[nH]c(=S)o2)cc1
  97, ., 96, 99, 94, 98, 91, 94
CCN(c1ccccc1)c1nc(Cl)nc2c1cnn2-c1ccccc1
  96, 89, 96, 100, 105, 96, 90, 112
NS(=O)(=O)c1nc(Cl)c2[nH]cnc2n1
  94, 90, 96, 94, 97, 93, 103, 107
NS(=O)(=O)c1ccc(CCN2C(=O)/C(=C\c3ccc(Br)cc3)C=C2c2ccc(Cl)cc2)cc1
  97, 78, 84, 94, 98, 96, 77, 97
Cc1ccc(S(=O)(=O)N(C)CC(=O)NNC(=O)CSc2ccc(F)cc2)cc1
  136, 103, 92, 106, 106, ., 82, .
COc1cc(C(O)CCBr)c(OC)cc1C (stereo unspecified)
  101, 80, 82, ., 86, 107, 79, 95
Cc1cccc2c(=O)c3c(sc12)c(NCCCNCCO)nc1ccccc13
  45, 63, -61*, 27, -88*, 73, 60, 92
O=C(NNC(=O)c1ccc2ccccc2c1)c1cccc(F)c1
  ., 111, 99, ., 107, 100, 99, 110
